TDP1 block: inhibitors of human tyrosyl-DNA phosphodiesterase TDP1; Q9NUW8; recombinant TDP1, AlphaScreen DNA substrate cleavage; Potency, µM (highest dose often 130 µM), inactives show top-dose activity change, negative = inhibition, actives largely listed as inhibitors; actives 0.28% (n = 350,000); AID 485290; also: nearly all actives have a fitted effect of over 40% in size
Target sequence (Q9NUW8 whole entry, looked up): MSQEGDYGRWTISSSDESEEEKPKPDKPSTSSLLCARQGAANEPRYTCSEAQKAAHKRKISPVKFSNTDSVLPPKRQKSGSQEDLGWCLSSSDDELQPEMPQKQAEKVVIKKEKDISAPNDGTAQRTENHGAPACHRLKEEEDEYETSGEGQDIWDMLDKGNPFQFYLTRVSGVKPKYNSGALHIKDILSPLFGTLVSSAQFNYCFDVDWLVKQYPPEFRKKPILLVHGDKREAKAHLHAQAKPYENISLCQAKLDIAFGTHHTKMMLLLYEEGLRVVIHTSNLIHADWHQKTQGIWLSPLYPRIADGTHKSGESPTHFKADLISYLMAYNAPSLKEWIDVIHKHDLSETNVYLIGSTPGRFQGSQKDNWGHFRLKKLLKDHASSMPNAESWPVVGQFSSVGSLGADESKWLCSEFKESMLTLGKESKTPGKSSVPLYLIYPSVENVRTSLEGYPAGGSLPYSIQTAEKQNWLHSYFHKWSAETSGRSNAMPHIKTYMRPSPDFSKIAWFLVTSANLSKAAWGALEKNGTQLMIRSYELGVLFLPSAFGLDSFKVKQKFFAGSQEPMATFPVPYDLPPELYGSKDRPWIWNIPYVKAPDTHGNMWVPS
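Steps: enzyme plus compound, 15 min RT; add biotin/phosphotyrosine-FITC oligonucleotide (15 nM final), react 5 min; add donor/acceptor beads (10 ug/ml final), 10 min; read AlphaScreen. Tdp1 at 1 nM final.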
FEN1 inhibitor: inhibitors of human flap endonuclease 1 | P39748 | Recombinant FEN1 flap cleavage, fluorescence, 15 min | Potency, µM (doses to about 114 µM), inactives show at the highest dose activity change, negative = inhibition, hits mostly inhibitors | actives 0.35% (n = 390,000) | AID 588795; also: nearly all actives have a fitted effect of over 65% in size
Target sequence (P39748 whole entry, looked up): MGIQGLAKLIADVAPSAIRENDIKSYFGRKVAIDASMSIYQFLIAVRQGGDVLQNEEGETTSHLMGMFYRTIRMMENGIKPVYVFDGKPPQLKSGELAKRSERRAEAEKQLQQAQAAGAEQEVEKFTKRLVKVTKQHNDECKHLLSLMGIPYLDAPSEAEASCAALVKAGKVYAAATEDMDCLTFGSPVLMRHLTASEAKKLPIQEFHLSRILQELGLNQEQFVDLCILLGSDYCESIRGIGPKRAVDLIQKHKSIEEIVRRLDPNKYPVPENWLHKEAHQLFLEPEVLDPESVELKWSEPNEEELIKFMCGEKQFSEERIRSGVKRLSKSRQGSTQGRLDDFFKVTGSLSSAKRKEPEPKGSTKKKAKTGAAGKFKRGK
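With each library titrated from low to high concentration, compounds met 10 nM FEN1 for 15 min at room temperature before 50 nM substrate was added; readings at 0 and 15 min fed four-parameter Hill curve fits.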
N370S GC mod: inhibitors or activators of N370S glucocerebrosidase for Gaucher disease. Potency, µM (titrated, usually from 59.4 µM), without a hit: at the highest dose activity change, negative = inhibition, hits mostly inhibitors. P04062. actives 0.092% (n = 330,000). AID 2101. N370S GC spleen homogenate, 4MU-glucoside fluorescence;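 also: 0% = full enzyme activity and -100% = no enzyme basal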
* = called active by the depositor; ? = inconclusive; nt = not tested or not shown; & = joins results of further samples; [ ] = remark or other dose. Calls follow the shape of the dose curve; as a rule, active = well fitted curve in the direction sought with a large enough effect; inconclusive = small, poorly fitted or top-dose-only effect, or another doubt; inactive = no such curve, though single readings can be large; an effect the other way counts as inactive or inconclusive. Unless noted, % is scaled to controls: 0 for no effect and ±100 for the full control effect; potency is read from the fitted curve at half-maximal effect.

SMILES | TDP1 block | FEN1 inhibitor | N370S GC mod
COc1ccc(S(=O)(=O)N2CCN(Cc3c[nH]c4ccccc34)CC2)cc1 | 4% | 7% | -8%
COc1cc(/C=C/C(=O)OCC(=O)NC(=O)NC2CCCCC2)ccc1OC(F)F | 6% | -22% | -9%
O=C(N/C(=C/c1cccs1)C(=O)N1CCOCC1)c1ccccc1 | 7% | 8% | 17%
O=C1NC(=S)SC1=C1CCCCCC1 | -1% | -2% | 14%
O=C(CN1C(=O)CSc2cc(S(=O)(=O)N3CCCCCC3)ccc21)NCCc1ccccc1 | -3% | -12% | 4%
CC(CCc1ccccc1)NC(=O)COC(=O)c1cccn1C (stereo not given) | 1% | -8% | nt
O=C(C1CCCN(S(=O)(=O)c2cnc[nH]2)C1)N1CC(=O)N(CCc2ccccc2)C(=O)C1 (stereo not given) | 3% | 35% | 4%
CN1C(=O)N(C)C(c2cccc([N+](=O)[O-])c2)C2=C1CCCC2=O (stereo not given) | 3% | -13% | -4%
CC(C)CN(C(=O)CN1C(=O)C2CCCCC2C1=O)c1c(N)n(Cc2ccccc2)c(=O)[nH]c1=O (stereo not given) | 2% | 3% | -2%
CC(C)C(Nc1ccc(C(F)(F)F)cc1[N+](=O)[O-])C(=O)O (stereo not given) | 3% | 26% | 3%
COc1cc(OC)c(NC(=O)CN(C)S(=O)(=O)c2ccc3[nH]c(=O)oc3c2)cc1Cl | 0% | -23% | -8%
CCN1C(=O)/C(=C/c2nc3ccccc3c(=O)n2-c2ccccc2)c2ccccc21 | 5% | -6% | 8%
Cc1ccc2nc(Nc3ccc(C)c(F)c3)c3nncn3c2c1 | 0% | 4% | nt
CCOC(=O)C1=C(Nc2ccccc2)CC(C)(O)C(C(=O)OCC)C1c1ccc(Br)cc1 (stereo not given) | 8% | -2% | -7%
CC(=O)c1ccc(N2CCN(C(=O)C3CCCN(S(=O)(=O)c4cnc[nH]4)C3)CC2)cc1 (stereo not given) | 5% | 22% | -5%
O=C(CN1CCN(c2ccc(F)cc2)CC1)Nc1nccs1 | nt | -6% | -2%
CC[C@@H]1CN2CCc3cc(OC)c(OC)cc3[C@H]2C[C@@H]1C[C@H]1NCCc2cc(OC)c(OC)cc21 | 6%[21 µM] | nt | 16%[21.6 µM]
COCCNC(=O)C(c1ccc(F)cc1)N(C(=O)CCC(=O)Nc1ccccn1)c1ccc(C)cc1 (stereo not given) | 8% | -18% | -4%
Cc1ccc(Nc2nc(N)c([N+](=O)[O-])c(NCCO)n2)cc1C | 4% | -23% | -6%
O=C(O)C1CSC(c2ccco2)N1 (stereo not given) | nt | ? | 2%
CC1(C)C2CCC1(CS(=O)(=O)Nc1ccc(S(=O)(=O)NC3CCCCC3)cc1)C(=O)C2 (stereo not given) | 5% | 9% | 8%
COc1cccc(CNn2c(-c3cccc(C)c3)nc3ccccc3c2=O)c1 | 3% | -12% | 6%
O=S(=O)(Cc1ccc(Cl)cc1)c1ccccc1-c1nnc(-c2ccc(Cl)cc2)o1 | 4% | -4% | 6%
CCn1cc(S(=O)(=O)NCc2ccc3c(c2)OCO3)cn1 | 2% | -5% | 9%
COc1ccc(/C=C/C(O)=C2/C(=O)N(C)C3(C)CC2c2ccccc2O3)cc1 (stereo not given) | 2% | -23% | -3%

New compounds follow:
SMILES | TDP1 block | FEN1 inhibitor | N370S GC mod
COc1cc(OC)c(NS(=O)(=O)c2ccc3c(c2)CCCN3C(C)=O)cc1Cl | 3% | 15% | nt
Cc1ccc(-n2nc(C)c(NS(=O)(=O)c3ccccc3)c2C)cc1C | 5% | -17% | 4%
COc1ccc(CC(=O)NC(CC(=O)O)c2ccc(OC)cc2)cc1 (stereo not given) | 6% | 28% | -8%
CCSC(=S)c1c(C)[nH]n(-c2ccccc2)c1=O | 0% | 1% | -6%
O=C(CN(Cc1ccco1)C(=O)c1ccc([N+](=O)[O-])cc1)Nc1ccccc1C(F)(F)F | 4% | -20% | nt
CCc1ccc(NC(=O)CSc2nc3nccnc3c(=O)n2CCc2c[nH]c3ccccc23)cc1 | 4% | 3% | nt
CCCC(C)NC(=O)COC(=O)c1ccc2c(c1)C(=O)N(Cc1ccco1)C2=O (stereo not given) | 6% | 1% | -6%
C#CCOCCOCCOCCNc1nc(N2CCN(C(=O)Cn3cc(CCO)nn3)CC2)nc(N2CCN(C(=O)[C@H](C(C)C)n3cc(CCO)nn3)CC2)n1 | 3% | -17% | 16%
COc1ccc(-n2c(CSc3nc(C)cc(C)n3)nnc2SCC(=O)Nc2nccs2)cc1 | 2% | 4% | 2%
Cc1ccc(C)c(Cn2nc(-c3cc(C)ccc3C)ccc2=O)c1 | 7% | -26%&-2% | -3%
CCOC(=O)Cc1nnc(NC(=O)c2ccccc2OC)s1 | 4% | 10% | 11%
O=C(c1cccc(F)c1)N1CCN(c2cccc(C(F)(F)F)c2)CC1 | 9% | -13% | -2%
CC(=O)Nc1ccc(C2=NN(Cc3nnc(-c4ccccc4)o3)C(=O)SC2)cc1 | 5% | 16% | 1%
COC(=O)c1ccccc1NC(=O)NCc1ccccc1 | -5% | -5% | ?
COc1cccc(-c2coc3cc4oc(=O)c(CC(=O)O)c(C)c4cc23)c1 | nt | ? | -2%
CN1CCc2c(sc(NC(=O)c3ccc4ccccc4c3)c2C(N)=O)C1 | 5% | nt | -21%
Cc1ccccc1CSc1nccn1-c1ccccc1 | 9% | -11% | 17%
CCOC(=O)N1CCN(c2c(NCCCN(CC)c3cccc(C)c3)c(=O)c2=O)CC1 | 0% | -1% | 5%
CCOc1ccc(-c2cc(C(=O)N3CCCC3)c3ccccc3n2)cc1 | 1% | 2% | 1%
O=c1[nH]c2ccccc2c(O)c1O | -4% | -15% | -23%
COc1ccc(C(=O)O/N=C(/c2cccs2)C(C)(C)C)cc1 | 3% | -27% | ?
COc1ccc(-c2c(C)nn3c(C(F)(F)F)cc(C)nc23)cc1OC | 5% | -1% | nt
O=C(Nc1ccc(N2CCCCCC2)cc1)c1ccc[nH]1 | 11%[56.1 µM] | -9% | nt
Cc1noc(C)c1C(=O)Nc1ccc2c(c1)CCC2 | 0% | -7% | 7%
O=C(O)CCc1ccc(-c2cccs2)n1NC(=O)c1ccccc1Br | -5% | -6% | -2%

Next part.
SMILES | TDP1 block | FEN1 inhibitor | N370S GC mod
COc1ccccc1NC(=O)Cn1cncc1-c1ccc([N+](=O)[O-])cc1 | 4% | 2% | -21%
CC(C)CN1C(=O)c2ccccc2C1(O)Cc1ccccc1 (stereo not given) | 5% | -12% | 10%
CSc1nc(-c2ccco2)nn1C(=O)c1ccco1 | 0% | -1% | -1%
COc1ccc(CC(=O)N(CCC2=CCCCC2)c2c(N)n(Cc3ccccc3)c(=O)[nH]c2=O)cc1OC | 1% | -2% | -13%
COc1ccc(OCC(=O)N(Cc2cccs2)c2ccc(OC)cc2)cc1 | 5% | 11% | nt
[O-][n+]1onc2c1CCC(=N/O)/C2=N\Nc1ccccc1 | 6% | nt | -2%
O=C(Nc1ccc(CN2CCOCC2)cc1)c1cc2ccccc2o1 | 0% | 2% | -15%
C=CCNC(=O)c1onc(CCl)c1C(=O)OC | 3% | -10% | 1%
CCCNC(=O)C1Cc2cc(S(=O)(=O)N3CCCC3)ccc2N1C(C)=O (stereo not given) | 1% | 3% | 1%
Cc1cc(=O)n2nc(N3CCCC(C(=O)NCc4cccc(Br)c4)C3)sc2n1 (stereo not given) | 6% | -2% | 17%
O=C(CSc1nc2cc(Cl)ccc2o1)NC1CC1 | -1% | 0% | nt
COC(=O)CCC(=O)Nc1ccc(S(=O)(=O)Nc2nc(C)cc(C)n2)cc1 | nt | 2% | -3%
Cc1cccc(C(=O)NN(C)c2nc(-c3ccccc3)nnc2C(F)(F)F)c1 | 2% | 0% | 5%
CN1C(=O)S/C(=C/c2cccnc2)C1=O | 5% | 31% | -4%
N=c1oc2ccccc2cc1C(=O)Nc1cccc(F)c1 | nt | 18% | 1%
Oc1ccc(N=Cc2ccc(OCc3ccccc3)cc2)cc1 | -5% | ? | ?
COc1ccc(-c2noc3c2-c2nc(-c4cccc(C)c4)sc2CC3)cc1 | nt | 10% | 2%
O=C(NCc1ccc(Cl)cc1)c1cccc(S(=O)(=O)N2CCCC2)c1 | 0% | 39%[activator] | nt
Cc1cc(NCc2cccnc2)nc(N)n1 | nt | -10% | -1%
CC(=O)Nc1ccc(S(=O)(=O)N2CCSCC2)cc1 | 0% | -13% | 3%
COc1cc2ccccc2cc1C(=O)Nc1ccccc1N1CCN(S(C)(=O)=O)CC1 | 4% | 12% | -17%
CCc1ccc(-c2nc(CSCC(=O)NCc3ccco3)c(C)o2)cc1 | 0% | -20% | -2%
CCN1C(=NCc2ccco2)N[C@@H](c2cccc(C(F)(F)F)c2)C(C(=O)OC)=C1C | 2% | -13% | -3%
COc1cccc(NC(=O)c2ccc(C(=O)c3ccccc3)o2)c1 | 3% | -20% | -24%
Cc1cccc(NC(=O)CN(CC2CCCO2)C(=O)c2oc3ccccc3c2C)c1C (stereo not given) | 1% | 11% | nt

3 compounds already listed, sorted by molar mass, smallest number first.
SMILES | TDP1 block | FEN1 inhibitor | N370S GC mod
O=C(CSc1nc2cc(Cl)ccc2o1)NC1CC1 | -1% | 0% | nt
COc1cccc(NC(=O)c2ccc(C(=O)c3ccccc3)o2)c1 | 3% | -20% | -24%
COC(=O)CCC(=O)Nc1ccc(S(=O)(=O)Nc2nc(C)cc(C)n2)cc1 | nt | 2% | -3%

Further structures.
SMILES | TDP1 block | FEN1 inhibitor | N370S GC mod
COc1cccc(NC(=O)CC2NCCNC2=O)c1 (stereo not given) | 4% | -6% | nt
Cc1cc(C)n(CC(=O)N/N=C/c2cccs2)n1 | -11% | 8% | 17%
CN(C)S(=O)(=O)N1CCC(n2nccc2NC(=O)CCc2ccccc2)CC1 | 2% | -13% | 1%
Cc1[nH]c(C)c(S(=O)(=O)NCc2ccc(Cl)cc2)c1C(=O)N1CCCC1 | 2% | -5% | -1%
COc1ccccc1N1CCN(C(=O)c2cc(N3C(=O)C4C5CCC(C5)C4C3=O)ccc2Cl)CC1 (stereo not given) | 3% | 4% | 12%
Cc1ccc2nc(COc3ccccc3NC(=O)c3ccccc3C)cc(=O)n2c1 | 3% | -7% | nt
CC1(c2cc([N+](=O)[O-])cc([N+](=O)[O-])c2)CC(C)(C)N(C(=O)c2ccccc2)c2ccccc21 (stereo not given) | 9% | 1% | 2%
CCOc1ccc(NC(=O)NC(C)c2c(-n3cccc3)sc(C)c2C)cc1 (stereo not given) | 10% | 1% | nt
COc1ccccc1NC(=O)Cc1noc(CN(C)Cc2cccs2)n1 | 0% | 12% | 1%
c1ccc2c(Nc3ccc4c(c3)OCCO4)c3c(nc2c1)CCC3 | 3% | -18% | -10%
COc1ccc(C)cc1NC(=O)CN(c1ccccc1)S(=O)(=O)N(C)C | 2% | -2% | nt
ClC1(Cl)CC1Cn1cnc2ccccc21 (stereo not given) | 6% | 17% | 3%
Cc1csc(SCCn2c(Br)nc3c2c(=O)[nH]c(=O)n3C)n1 | 9% | -15% | -15%
Cn1ncc(C(=O)N2CCN(c3ccccc3F)CC2)c1C1CCN(C(=O)OC(C)(C)C)CC1 | 5% | 1% | nt

In the list so far, these contain an NH in an aromatic ring:
SMILES | TDP1 block | FEN1 inhibitor | N370S GC mod
COc1ccc(S(=O)(=O)N2CCN(Cc3c[nH]c4ccccc34)CC2)cc1 | 4% | 7% | -8%
O=C(C1CCCN(S(=O)(=O)c2cnc[nH]2)C1)N1CC(=O)N(CCc2ccccc2)C(=O)C1 (stereo not given) | 3% | 35% | 4%
CC(C)CN(C(=O)CN1C(=O)C2CCCCC2C1=O)c1c(N)n(Cc2ccccc2)c(=O)[nH]c1=O (stereo not given) | 2% | 3% | -2%
COc1cc(OC)c(NC(=O)CN(C)S(=O)(=O)c2ccc3[nH]c(=O)oc3c2)cc1Cl | 0% | -23% | -8%
CC(=O)c1ccc(N2CCN(C(=O)C3CCCN(S(=O)(=O)c4cnc[nH]4)C3)CC2)cc1 (stereo not given) | 5% | 22% | -5%
CCSC(=S)c1c(C)[nH]n(-c2ccccc2)c1=O | 0% | 1% | -6%
CCc1ccc(NC(=O)CSc2nc3nccnc3c(=O)n2CCc2c[nH]c3ccccc23)cc1 | 4% | 3% | nt
O=c1[nH]c2ccccc2c(O)c1O | -4% | -15% | -23%
O=C(Nc1ccc(N2CCCCCC2)cc1)c1ccc[nH]1 | 11%[56.1 µM] | -9% | nt
COc1ccc(CC(=O)N(CCC2=CCCCC2)c2c(N)n(Cc3ccccc3)c(=O)[nH]c2=O)cc1OC | 1% | -2% | -13%
Cc1[nH]c(C)c(S(=O)(=O)NCc2ccc(Cl)cc2)c1C(=O)N1CCCC1 | 2% | -5% | -1%
Cc1csc(SCCn2c(Br)nc3c2c(=O)[nH]c(=O)n3C)n1 | 9% | -15% | -15%

Screening data: PubChem, National Center for Advancing Translational Sciences (NCATS)
